BCLXL inh: Bcl-xL (human) inhibition. Q07817. GST-Bcl-xL / FITC-Bim BH3 peptide fluorescence polarization. inhibition, % at 10.9 µM. actives 0.7% (n = 320,000). AID 2129;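 active = inhibition above the mean of all tested compounds plus 3 SD, cutoff set per campaign, cut at about 30% in these data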;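 also: 0% = DMSO wells and 100% = unlabeled Bim-BH3 peptide competitor; inhibitors lower millipolarization by displacing the labeled peptide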
Target sequence (Q07817 whole entry, looked up): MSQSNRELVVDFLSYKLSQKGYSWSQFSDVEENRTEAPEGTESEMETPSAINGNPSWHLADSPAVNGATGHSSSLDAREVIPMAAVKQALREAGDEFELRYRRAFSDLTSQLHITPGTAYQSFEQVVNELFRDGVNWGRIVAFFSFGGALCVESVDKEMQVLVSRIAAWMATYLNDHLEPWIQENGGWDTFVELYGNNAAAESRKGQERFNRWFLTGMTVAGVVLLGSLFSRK
CIT2 TOR yeast: yeast TOR pathway CIT2-GFP modulation; S. cerevisiae CIT2-GFP strain, flow cytometry, 3 h; 100 means same as DMSO wells; GFP response vs DMSO, % at 10 µM; actives 0.065% (n = 320,000); AID 2029;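 active = GFP response relative to DMSO above a set limit, near the screen mean plus 3 SD, cut at about 150% in these data; inconclusive = Fewer than 70 cells measured for a yeast strain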;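 also: ratio of well median GFP fluorescence to mean of DMSO wells on the plate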
GRK2 inh: blocks RNA aptamer binding to human GRK2; P25098; bead flow cytometry, FAM-aptamer displacement from GRK2; actives 0.59% (n = 330,000); inhibition of aptamer binding, % at 10 µM; AID 488847;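 active = inhibition of aptamer binding above 40%, roughly 3 SD of noise, on plates passing a quality check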;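 also: median bead fluorescence of bound FAM aptamer so fluorescent compounds give negative values; no value below 0 was filed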
AGP1-GFP MLPCN: alters AGP1-GFP fluorescence in TOR pathway yeast screen. S. cerevisiae AGP1-GFP multiplex flow cytometry, 3 h; GFP as percent of DMSO wells. GFP response vs DMSO, % at 10 µM. actives 0.02% (n = 320,000);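 active = GFP response relative to DMSO above a set limit, near screen average plus 3 SD, cut at about 150% in these data; inconclusive = fewer than 70 cells counted for the yeast strain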;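 also: median GFP channel fluorescence of the gated AGP1 strain per well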
GLD-1 RNA inh: GLD-1-TGE RNA interaction inhibition (C. elegans); Q17339; purified GLD-1 + fluorescein TGE RNA, fluorescence polarization; inhibition, % at 5.96 µM; actives 0.44% (n = 320,000);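 active = percent inhibition above a per-plate cutoff, the plate mean of test compounds plus 3 SD, cut at about 30% in these data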;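 also: 0% = DMSO wells with GLD-1 and probe and 100% = wells lacking GLD-1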
VLA-4 inh: inhibition in a human VLA-4 binding assay; AID 2557; VLA-4 expressing cells, ligand binding flow cytometry; P13612; inhibition, % (about 7 µM as worked out from the volumes in the protocol); actives 0.2% (n = 330,000); in the data active = inhibition above about 50%
MEX-5 binding: C. elegans MEX-5 TCR-2 RNA binding activity. MEX-5/FITC-TCR2 RNA binding, fluorescence polarization; stronger effect = lower value. activity score (negative = inhibition of binding), % at 10 µM. Q9XUB2. actives 0.38% (n = 300,000);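 active = inhibition past about -25% in most replicates, and total fluorescence under double the plate's negative control median, limit read from the data; inconclusive = replicates evenly split on the limit, or fluorescence at least double controls; inactive = too little inhibition in most replicates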;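 also: 0% = DMSO and -100% = 5 µM competing unlabeled TCR2 RNA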
Target sequence (Q9XUB2 whole entry, looked up): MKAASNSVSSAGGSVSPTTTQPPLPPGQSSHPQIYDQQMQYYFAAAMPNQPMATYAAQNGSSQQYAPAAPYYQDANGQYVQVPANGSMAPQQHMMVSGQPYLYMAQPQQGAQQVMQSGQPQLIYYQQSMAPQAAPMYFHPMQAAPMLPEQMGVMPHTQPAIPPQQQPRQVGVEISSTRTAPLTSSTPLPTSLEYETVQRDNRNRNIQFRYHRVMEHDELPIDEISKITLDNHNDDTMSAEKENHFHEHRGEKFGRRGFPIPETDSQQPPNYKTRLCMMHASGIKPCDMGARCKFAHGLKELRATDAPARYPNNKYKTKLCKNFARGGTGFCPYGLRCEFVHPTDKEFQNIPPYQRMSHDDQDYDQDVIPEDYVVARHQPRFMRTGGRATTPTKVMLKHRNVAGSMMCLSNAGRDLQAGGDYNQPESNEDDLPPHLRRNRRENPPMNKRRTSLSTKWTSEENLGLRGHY
Fam108B inh: blocks mouse Fam108B hydrolase in RBBP9 counter-screen; AID 1947; recombinant Fam108B, FP-Rh probe fluorescence polarization; actives 0.33% (n = 300,000); inhibition, % at 9.51 µM;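 active = inhibition above the screen mean inhibition plus 3 SD, computed separately per campaign, cut at about 18% in these data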;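 also: inhibitors lower polarization as less probe binds the enzyme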
MCL1 BIM primary: disrupts human MCL1 binding to BIM-BH3 peptide; Q07820; GST-MCL1 / FITC-Bim-BH3 fluorescence polarization; inhibition, % at 10.9 µM; actives 0.68% (n = 320,000); AID 2057;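 active = inhibition above the mean inhibition of all tested compounds plus 3 SD, set per campaign, cut at about 40% in these data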;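 also: 0% = DMSO wells and 100% = unlabeled Bim-BH3 peptide control; higher means more loss of mP so more displacement of Bim peptide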
Target sequence (Q07820 whole entry, looked up): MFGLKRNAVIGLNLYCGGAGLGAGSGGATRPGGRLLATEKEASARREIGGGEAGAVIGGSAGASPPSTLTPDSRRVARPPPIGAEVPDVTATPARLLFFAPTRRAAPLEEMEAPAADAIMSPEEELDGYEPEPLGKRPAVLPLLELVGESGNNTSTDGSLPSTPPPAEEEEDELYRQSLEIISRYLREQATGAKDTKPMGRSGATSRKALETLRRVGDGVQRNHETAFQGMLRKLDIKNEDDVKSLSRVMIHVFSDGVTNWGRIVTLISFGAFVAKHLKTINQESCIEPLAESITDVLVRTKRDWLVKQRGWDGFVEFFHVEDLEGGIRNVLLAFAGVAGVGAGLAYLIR
Starred values were filed as active, the others as inactive; ? = inconclusive; · = not tested or not shown.

smiles	BCLXL inh	CIT2 TOR yeast	GRK2 inh	AGP1-GFP MLPCN	GLD-1 RNA inh	VLA-4 inh	MEX-5 binding	Fam108B inh	MCL1 BIM primary
CCOC(=O)Nc1nnc(-c2ccc(OC)cc2)s1	5	94	2	93	2	1	-0.3	1	4
O=S(=O)(c1ccc(SCc2ccccc2)nc1)N1CCCC1	1	87	2	88	-3	4	·	·	-1
CCN(CC)CCNCC(=O)Nc1ccc(Oc2ccccc2)cc1	1	90	0	99	-2	3	-1.1	1	-5
CN(C)CCCNC(=O)CC(c1ccccc1)c1ccccc1O (centres undefined)	-6	91	0	101	-1	30	2.3	10	-3
COc1cc2c(cc1NCc1ccccn1)oc1ccccc12	-1	107	2	95	-3	-1	-0.3	2	-1
COc1ccc(NC(=O)Nc2ccccc2)cc1S(=O)(=O)N1CCCCC1	2	102	0	96	-2	7	-0.4	3	-2
Cc1nnc(SCc2ccc(Cl)cc2)n1CC1CCCO1 (centres undefined)	2	102	1	109	-3	5	-0.7	-4	3
COc1ccc(C(=O)C2CCCN(Cc3cnc(N4CCOCC4)s3)C2)cc1F (centres undefined)	1	73	0	101	-3	1	1.6	1	8
COc1cc(/C=N/N=C(\N)c2nonc2N)cc(OC)c1O	1	99	9	96	-12	-7	-6.1	4	-3
CCC(CO)Oc1cc(NCc2ccccc2)c2ncn(C3CCCC3)c2c1 (centres undefined)	·	98	0	104	6	8	·	·	·
Cc1cc(C)c2sc(N)nc2c1	3	97	4	95	7	-1	·	-3	0
COc1ccc(NC(=O)CSc2nc3[nH]ncc3c(=O)n2-c2ccccc2OC)cc1OC	1	102	1	100	4	2	-3.4	-4	-1
CC1CCCN(S(=O)(=O)c2ccc(N(C(=O)c3cnccn3)C(C(=O)NC3CCCCC3)c3cccs3)cc2)C1 (centres undefined)	8	104	0	100	0	-5	2.5	6	2
CC(C)OCCCn1c(=O)c2ccccc2n2c(CCC(=O)NCc3ccccn3)nnc12	23	100	0	98	3	-11	0.5	3	5
Oc1ccc(CN2CCCCC2)nc1-c1ccccc1	2	103	0	106	1	4	-4.5	-2	2
CC(C)(C)c1ccc(COn2c(=O)c(-c3ccco3)[n+]([O-])c3ccccc32)cc1	15	113	1	107	15	-92	-6.9	-7	16
CCc1cccc2c(C(=O)COC(=O)c3cccc(S(=O)(=O)N(C)C4CCCCC4)c3)c[nH]c12	4	98	2	99	6	12	3.7	-31	8
Cc1onc(-c2ccccc2)c1C(=O)NC(=S)NNC(=O)c1cccnc1	10	106	0	99	-3	-8	16	3	13
O=C(CCC1CCCN(C(=O)c2ccc3cc[nH]c3c2)C1)NCc1ccc(F)c(F)c1 (centres undefined)	-2	99	9	104	1	40	-2.4	1	-1
CCOC(=O)C1CCCCN1Cc1cc(OC)ccc1OC (centres undefined)	1	104	1	98	4	1	-0.2	7	1
CCCCC(=O)Nc1nnc(S(=O)(=O)N2CCCc3ccccc32)s1	2	102	0	104	-5	-7	-0.9	-2	-2
CC(=O)c1cc(-c2ccccc2)n(CC(=O)Nc2ccc(C)c(C)c2)c1C	5	88	1	94	5	18	-0.3	-1	2
Nc1c(-c2ccccc2)nnn1Cc1ccccc1	0	·	0	·	3	-9	-0.5	1	-6
COc1cc2cc(CN(CCO)S(=O)(=O)c3ccccc3Cl)c(=O)[nH]c2cc1OC	4	100	2	107	1	1	2.1	0	-3
Cc1cccc(CNS(=O)(=O)c2ccc(-c3ccc(=O)[nH]n3)s2)c1	5	107	0	104	-4	2	-1.0	-5	7
CC(C)NC[C@H](O)COc1cccc2[nH]ccc12	0	88	2	91	-1	-13	2.4	-1	-1
COc1ccc(C(NC(=O)C2CCCCC2)c2c(O)ccc3ccccc23)cc1 (centres undefined)	6	104	4	104	8	-21	-0.2	-10	5
CCOC(=O)CSc1nnc(Cn2nnc(-c3ccccc3)n2)n1C	-1	95	0	105	3	24	-2.6	-2	-4
Nc1ccc2nc(-c3ccccn3)[nH]c2c1	12	92	0	99	0	-145	-10	12	23
COc1ccc(NC(=O)N(Cc2ccc(C)cc2)Cc2ccccn2)c(OC)c1	0	90	7	96	9	7	4.4	1	8

Ordered by SMILES length (lowest first): three of the compounds above
smiles	BCLXL inh	CIT2 TOR yeast	GRK2 inh	AGP1-GFP MLPCN	GLD-1 RNA inh	VLA-4 inh	MEX-5 binding	Fam108B inh	MCL1 BIM primary
Nc1ccc2nc(-c3ccccn3)[nH]c2c1	12	92	0	99	0	-145	-10	12	23
COc1cc(/C=N/N=C(\N)c2nonc2N)cc(OC)c1O	1	99	9	96	-12	-7	-6.1	4	-3
COc1ccc(NC(=O)N(Cc2ccc(C)cc2)Cc2ccccn2)c(OC)c1	0	90	7	96	9	7	4.4	1	8

The list continues.
smiles	BCLXL inh	CIT2 TOR yeast	GRK2 inh	AGP1-GFP MLPCN	GLD-1 RNA inh	VLA-4 inh	MEX-5 binding	Fam108B inh	MCL1 BIM primary
O=C(Cn1c(=O)cnc2ccccc21)N1CCN(S(=O)(=O)c2ccccc2Br)CC1	5	97	4	101	5	-3	-2.5	0	-2
CCOc1cc2[nH]c(=S)n(CCc3ccc(OC)c(OC)c3)c(=O)c2cc1OCC	2	100	0	98	1	38	0.8	-2	2
CSCCC(NC(=O)c1ccccc1Br)C(=O)NCC(c1ccco1)N1CCCCC1 (centres undefined)	4	89	1	101	-6	2	-1.6	-2	3
Cc1ccc(-n2c(C)cc(C=C(C#N)C#N)c2C)cc1	3	·	0	94	1	4	-3.7	-2	-5
COc1ccc(NC(=O)Nc2ccc(N3CCOCC3)c3nonc23)c(OC)c1	12	76	4	93	7	19	-1.5	-6	12
CN(C)[C@@H](CO)c1nnc([C@H](CCC(=O)O)NC(=O)C2CCNCC2)o1	5	·	·	·	0	·	-0.5	3	2
COc1ccc(/C=C(\C#N)C(=O)OCC(=O)Nc2ccc(C(C)(C)C)cc2)cc1	-2	104	0	100	0	-4	1.4	-11	-7
O=C(Nc1ccc(Cl)cc1)Nc1csc([N+](=O)[O-])c1	2	87	·	96	9	3	-0.5	-6	9
O=C(Nc1cccc([N+](=O)[O-])c1)Nc1ccc2c(c1)CCC2	8	91	1	92	-3	13	0.0	9	14
CC(C)(C)c1cc(NC(=O)COC(=O)c2nccnc2N)n(-c2ccccc2)n1	3	94	3	99	4	-7	-0.3	-2	8
O=[N+]([O-])c1ccc(OCC(O)CNCCNc2nccc(C(F)(F)F)n2)cc1 (centres undefined)	12	104	0	109	2	16	1.2	-2	15
O=C(NN=C1CCCCCC1)NC1CCCCC1	0	88	2	90	10	-2	1.0	2	3
COc1ccc(Cn2c(CCCO)nc3ccccc32)cc1OC	3	110	0	102	5	6	-1.9	-3	-1
COc1ccc(-c2cc(-c3ccc(O)cc3)nc(N)c2C#N)cc1	3	97	3	91	-2	-12	0.7	-4	-2
CC(C)COC(=O)n1c(SCC(=O)N(C)C)nc2ccccc21	1	99	3	97	-2	-1	-1.3	0	2
C=CCC(CC(O)COCCC)C(=O)NNC(=S)Nc1ccccc1 (centres undefined)	10	94	46*	110	-2	6	-3.8	0	13
COc1ccccc1N1C(=NC(=O)C2CCCCC2)SC2CS(=O)(=O)CC21 (centres undefined)	3	100	2	100	-15	12	-2.4	3	-5
O=C(CCc1nc(-c2ccccc2)no1)NCC1CCCO1 (centres undefined)	0	108	1	102	-1	-1	-0.6	-4	0
OCCC1CN(CC2CCCCC2)CCN1C1CCCC1 (centres undefined)	5	104	0	101	3	1	0.7	2	8
CN(C)CCCNS(=O)(=O)c1ccc(Oc2ncc(C(F)(F)F)cc2Cl)cc1	8	96	13	99	-4	7	1.6	3	-2
O=C(C1=C(O)C(=O)N(c2ncccn2)C1c1ccc(F)cc1)c1ccco1 (centres undefined)	8	·	1	·	6	6	-0.9	4	14
COc1ccc2nc(SCC(=O)NC3CCCCC3)[nH]c2c1	4	101	1	114	1	-2	0.1	-3	3
CC(C)CCc1noc(CN2CCN(c3ccc(Cl)cn3)CC2)n1	3	97	0	94	7	0	1.8	2	3
CN1CCN(C(CC(=O)Nc2cccc(O)c2)C(=O)O)CC1 (centres undefined)	6	·	2	83	12	3	2.5	0	0
CN1C(=O)C2(C(C#N)=C(N)Oc3n[nH]c(-c4ccc(Cl)cc4)c32)c2ccccc21 (centres undefined)	5	93	4	95	1	-5	1.5	-3	8
O=C(c1cccs1)N1CCN(S(=O)(=O)c2ccccc2)CC1	2	100	0	109	3	4	-2.1	1	-6
CCOCCCNC(=O)C(c1ccc(C)cc1)N(Cc1ccc2c(c1)OCO2)C(=O)c1ccccn1 (centres undefined)	1	90	0	?	2	-8	·	4	3
O=C1C2C3C=CC(CC3)C2C(=O)N1c1ccc([N+](=O)[O-])cc1 (centres undefined)	3	88	1	84	0	-7	1.8	1	1
COc1ccc(NC(=O)c2ccc([N+](=O)[O-])s2)c([N+](=O)[O-])c1	3	100	4	107	-6	-1	0.8	3	0
CN(C)/C=C/C(=O)c1ncc(C(F)(F)F)cc1Cl	4	99	0	104	-4	-4	-0.9	2	2
CC(=O)Nc1cc(C(=O)N(C)Cc2ccccc2)ccc1S(=O)(=O)c1ccc(C)cc1	8	100	1	95	4	-8	0.5	-2	4
COc1ccc(S(=O)(=O)NCC(=O)N(CC(=O)NCc2ccco2)Cc2ccccc2)cc1	-2	100	1	105	-6	10	1.5	0	1
Cc1ccc(N2C(=O)C3CC3C2=O)cc1 (centres undefined)	-2	105	0	102	6	3	0.6	0	-2

Grouped by structure, the compounds so far with an NH in an aromatic ring
smiles	BCLXL inh	CIT2 TOR yeast	GRK2 inh	AGP1-GFP MLPCN	GLD-1 RNA inh	VLA-4 inh	MEX-5 binding	Fam108B inh	MCL1 BIM primary
COc1ccc(NC(=O)CSc2nc3[nH]ncc3c(=O)n2-c2ccccc2OC)cc1OC	1	102	1	100	4	2	-3.4	-4	-1
CCc1cccc2c(C(=O)COC(=O)c3cccc(S(=O)(=O)N(C)C4CCCCC4)c3)c[nH]c12	4	98	2	99	6	12	3.7	-31	8
O=C(CCC1CCCN(C(=O)c2ccc3cc[nH]c3c2)C1)NCc1ccc(F)c(F)c1 (centres undefined)	-2	99	9	104	1	40	-2.4	1	-1
COc1cc2cc(CN(CCO)S(=O)(=O)c3ccccc3Cl)c(=O)[nH]c2cc1OC	4	100	2	107	1	1	2.1	0	-3
Cc1cccc(CNS(=O)(=O)c2ccc(-c3ccc(=O)[nH]n3)s2)c1	5	107	0	104	-4	2	-1.0	-5	7
CC(C)NC[C@H](O)COc1cccc2[nH]ccc12	0	88	2	91	-1	-13	2.4	-1	-1
Nc1ccc2nc(-c3ccccn3)[nH]c2c1	12	92	0	99	0	-145	-10	12	23
CCOc1cc2[nH]c(=S)n(CCc3ccc(OC)c(OC)c3)c(=O)c2cc1OCC	2	100	0	98	1	38	0.8	-2	2
COc1ccc2nc(SCC(=O)NC3CCCCC3)[nH]c2c1	4	101	1	114	1	-2	0.1	-3	3
CN1C(=O)C2(C(C#N)=C(N)Oc3n[nH]c(-c4ccc(Cl)cc4)c32)c2ccccc21 (centres undefined)	5	93	4	95	1	-5	1.5	-3	8

Screening results deposited in PubChem BioAssay by several laboratories.
